High-throughput results: PubChem BioAssay, The Scripps Research Institute Molecular Screening Center
TEAD-YAP inh – TEAD-YAP interaction inhibition, primary screen, TEAD-YAP interaction inhibitor project, luminescence, HEK-TIYL cells; TEAD-Gal4/YAP UAS-luciferase luminescence; inhibition, % at 9.12 µM; 640,000 compounds, 1.4% hits; AID 1259422, 2018; in the data active = inhibition above about 32%;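 also: 0% = median of test compound wells and 100% = reference inhibitor wells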
GPR151 activ – activators of human GPR151, primary screen, cell-based, PathHunter beta-arrestin, luminescence. AID 1508602, 2020. activation, % at 11.2 µM. G-protein coupled receptor 151 (Homo sapiens), Q8TDV0. 650,000 compounds, 1% hits. PathHunter beta-arrestin GPR151 cells; in the data active = activation above about 4.9%;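 also: 0% = median of compound wells and 100% = cells with positive control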
Target sequence (Q8TDV0 whole entry, looked up): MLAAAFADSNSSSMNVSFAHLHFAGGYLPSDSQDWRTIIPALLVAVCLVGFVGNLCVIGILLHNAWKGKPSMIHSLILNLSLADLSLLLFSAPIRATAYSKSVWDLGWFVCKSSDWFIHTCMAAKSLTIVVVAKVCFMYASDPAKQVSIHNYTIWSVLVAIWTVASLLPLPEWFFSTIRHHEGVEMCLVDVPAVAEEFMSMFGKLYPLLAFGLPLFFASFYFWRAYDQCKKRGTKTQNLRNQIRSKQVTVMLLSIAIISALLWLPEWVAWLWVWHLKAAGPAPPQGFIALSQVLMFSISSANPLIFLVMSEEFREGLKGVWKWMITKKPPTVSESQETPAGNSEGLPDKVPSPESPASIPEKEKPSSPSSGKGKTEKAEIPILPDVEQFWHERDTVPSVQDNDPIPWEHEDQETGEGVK
FBW7 act – FBW7 E3 ligase activators, primary screen, biochemical, AlphaScreen, human; F-box/WD repeat-containing protein 7 (Homo sapiens), Q969H0; AlphaScreen FBW7–phospho-cyclin E peptide binding, activator screen; normalized activity (activation), % at 26.1 µM; 650,000 compounds, 0.13% hits; AID 1259310, 2017; in the data active = normalized activity above about 1.9%;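 also: purified mutant Fbw7 with reduced substrate affinity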
MITF primary – MITF inhibitors, primary screen, biochemical, AlphaScreen, human | Microphthalmia-associated transcription factor (Homo sapiens), O75030 | AlphaScreen MITF homodimerization, bead proximity signal | inhibition, % at 2.6 µM | 650,000 compounds, 0.91% hits; in the data active = inhibition above about 50%;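 also: 0% = vehicle wells with protein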
Target sequence (O75030 whole entry, looked up): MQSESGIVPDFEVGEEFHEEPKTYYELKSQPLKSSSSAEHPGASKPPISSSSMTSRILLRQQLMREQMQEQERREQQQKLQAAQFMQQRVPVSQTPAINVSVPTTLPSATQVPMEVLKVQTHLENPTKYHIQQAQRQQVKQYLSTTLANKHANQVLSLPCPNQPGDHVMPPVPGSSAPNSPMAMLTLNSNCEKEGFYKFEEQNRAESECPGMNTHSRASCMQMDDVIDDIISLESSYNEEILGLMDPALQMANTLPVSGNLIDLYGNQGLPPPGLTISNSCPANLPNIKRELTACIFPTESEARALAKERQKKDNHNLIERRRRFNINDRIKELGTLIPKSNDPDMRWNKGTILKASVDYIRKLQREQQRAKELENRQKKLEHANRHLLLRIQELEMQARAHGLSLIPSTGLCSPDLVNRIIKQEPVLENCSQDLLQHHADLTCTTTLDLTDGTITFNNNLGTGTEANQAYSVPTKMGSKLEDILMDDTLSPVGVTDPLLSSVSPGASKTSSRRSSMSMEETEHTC
An asterisk follows results filed as active.

Sample of the layout (2 entries):
Value order – TEAD-YAP inh	GPR151 activ	FBW7 act	MITF primary
O=C1c2ccccc2C(=O)N1CN1CCN(c2ccc([N+](=O)[O-])cc2)CC1
    7	-2.5	0.4	9
NC(=O)C1CCN(CC(=O)NCCc2ccccc2)CC1
    3	4.7	0.1	57*

Results, from the first entry:
Value order – TEAD-YAP inh	GPR151 activ	FBW7 act	MITF primary
O=C1c2ccccc2C(=O)N1CN1CCN(c2ccc([N+](=O)[O-])cc2)CC1
    7	-2.5	0.4	9
NC(=O)C1CCN(CC(=O)NCCc2ccccc2)CC1
    3	4.7	0.1	57*
Cc1ccc(SCC(=O)Nc2ccc(S(=O)(=O)N3CCC(C)CC3)cc2)cc1
    0	-0.4	-0.1	2
CCc1c(C)nc2ncnn2c1N1CCCC(C(=O)Nc2cc(OC)ccc2OC)C1 (stereo not drawn)
    -7	-0.4	-0.1	4
O=C(CCCCCN1C(=O)c2ccccc2C1=O)Nc1ccc[nH]c1=O
    -1	-0.8	0.2	5
CC(C)(C)NC(=O)CCc1nc(-c2ccccc2)no1
    -52	-0.8	-0.2	-15
O=C1CCCN1CCCNc1nc(Nc2ccc(C(F)(F)F)cc2)nc2c1ncn2C1CCCCC1
    -8	0.3	0.4	11
CCOC(=O)Cn1nnnc1CN(Cc1cc2c(C)cc(C)cc2[nH]c1=O)C1CCCC1
    -1	-1.4	0.6	9
COc1ccc(S(=O)(=O)Nc2ccc(C)c(C)c2)cc1[N+](=O)[O-]
    1	3.8	-0.1	10
FC(F)(F)c1cccc(Nc2nc(-c3ccccc3Cl)nc3ccccc23)c1
    8	1.3	-0.1	3
O=C1CC(C(=O)Nc2ccc([N+](=O)[O-])cc2)C(c2ccccc2)O1 (stereo not drawn)
    7	-1.6	-0.3	-7
O=c1c(Cl)c(Nc2ccccc2)cnn1C12CC3CC(CC(C3)C1)C2
    3	1.0	-0.1	-3
N#C/C(=C(/O)CN1CCOCC1)c1nc2ccccc2s1
    2	0.7	-0.2	11
Cc1c(C)n2c3c(=O)n(CC(N)=O)c(=O)n(C)c3nc2n1-c1ccc(Cl)cc1
    -1	-2.6	0.1	11
COCC1CCCN(C(=O)CCc2nnc(Cc3ccc(-c4ccccc4)cc3)o2)C1 (stereo not drawn)
    -11	2.2	-0.1	6
CC1CN(C(=O)Nc2ccc(F)cc2)CCC1(O)c1ccc(F)cc1 (stereo not drawn)
    1	1.2	0.2	13
C#Cc1c(C)[nH]c(C(=O)OCC)c1C
    -4	-0.4	0.0	7
N#CC1=C(N)OC2=C(C(=O)CCC2)C1c1ccc(F)c(Br)c1 (stereo not drawn)
    6	-0.3	0.1	-134
CCCS(=O)(=O)c1c(S(=O)(=O)CCC)c2c3ccccc3ccn2c1C(N)=O
    -9	-0.8	0.1	-2
CCc1cc2c(=O)c(Oc3ccccc3)coc2cc1OC
    3	-0.4	0.4	3
COc1ccc(CNS(=O)(=O)c2cccc(S(=O)(=O)N3CCCC3)c2)cc1
    11	-0.8	0.2	16
COc1cccc(NC(=O)c2sc3ncn(CC(=O)Nc4ccc(C(C)C)cc4)c(=O)c3c2C)c1
    4	-1.3	0.0	20
CCN(CC)c1ccc(C2CC(=O)C3=C(C2)Nc2ccccc2N(C(=O)CCC(=O)O)C3c2ccccc2)cc1 (stereo not drawn)
    30	-1.9	0.0	22
O=C(Nc1nncs1)c1ccc(N2C(=O)C3C4C=CC(C4)C3C2=O)cc1 (stereo not drawn)
    2	-0.2	0.1	7
O=C(CN(Cc1ccc(F)cc1)S(=O)(=O)c1ccc(Cl)cc1)N1CCOCC1
    0	2.8	-0.1	-22
CCOC(=O)C1=C(c2ccccc2)OC(N)=C(C#N)C1C(C)C (stereo not drawn)
    7	1.0	0.3	11
COc1cccc(-c2ccc(SCC(=O)c3ccc(C)cc3)nn2)c1
    -2	1.0	0.1	-3
Cc1cc(C)c(OCCCCCNCCO)c(C)c1
    2	0.5	0.0	-5
C/C(O)=c1/ccc2cccc3nc(C)nc1c23
    -3	-0.3	0.5	8
CN(C(=O)CC1(c2ccccc2)CC(=O)N(Cc2ccncc2)C1=O)C1CCCCC1 (stereo not drawn)
    15	-0.1	0.1	3

Full records, looked up by structure.
CCOC(=O)C1=C(c2ccccc2)OC(N)=C(C#N)C1C(C)C (stereo not drawn) as listed: TEAD-YAP inh: 7; GPR151 activ: 1.0; FBW7 act: 0.3; MITF primary: 11
O=C1c2ccccc2C(=O)N1CN1CCN(c2ccc([N+](=O)[O-])cc2)CC1 as listed: TEAD-YAP inh: 7; GPR151 activ: -2.5; FBW7 act: 0.4; MITF primary: 9
O=C(CCCCCN1C(=O)c2ccccc2C1=O)Nc1ccc[nH]c1=O as listed: TEAD-YAP inh: -1; GPR151 activ: -0.8; FBW7 act: 0.2; MITF primary: 5

Next part:
Value order – TEAD-YAP inh	GPR151 activ	FBW7 act	MITF primary
CCOC(=O)CN(Cc1ccc(F)cc1)S(=O)(=O)c1ccc(F)c(C)c1
    6	-1.5	0.2	12
CSC1=C(C#N)C(c2cccc(Br)c2)CC(=O)N1 (stereo not drawn)
    -6	-1.5	0.2	27
Cc1ccc(-c2nc3ncccc3o2)cc1NC(=O)c1cccc(Br)c1
    -4	0.8	0.1	2
COC(CNC(=O)C(=O)NCC1OCCN1S(=O)(=O)c1ccc([N+](=O)[O-])cc1)OC (stereo not drawn)
    5	-0.8	0.0	19
c1ccc(CSc2nnc(-c3ccncc3)o2)cc1
    -19	0.9	-0.8	6
COc1ccccc1NC(=O)CSc1nnc(-c2cccc(N)c2)n1C
    4	0.0	0.0	-1
CN(Cc1ccccc1)C(=O)c1ccc(N2CCCC2=O)cc1
    -29	-0.2	-0.1	-2
COc1ccc(S(=O)(=O)Nc2ccc(-c3ccc(N4CCC(C)CC4)nn3)cc2)cc1F
    30	4.2	0.0	5
O=C(Cn1c(=O)sc2ccccc21)Nc1cccc(Cl)c1
    12	2.5	0.0	-2
CC1CC(C)CN(S(=O)(=O)c2ccc(-c3nc4ccccc4s3)cc2)C1 (stereo not drawn)
    -2	-0.2	0.5	3
CC(C)Oc1ccc(CNC(=O)C(C)n2ncn3cccc3c2=O)cc1 (stereo not drawn)
    -7	-0.1	0.0	7
O=C(Nc1ccccc1)C1CCN(c2ccc(Nc3ccc(N4CCOCC4)cc3)nn2)CC1
    -5	0.4	0.2	12
CC(C)c1nnc(SCC(=O)Nc2ccc(Cl)cc2)n1N
    2	-0.9	-0.1	-6
Nc1nnc(-c2cc3ccccc3oc2=O)s1
    -55	-1.8	-0.1	-7
COc1ccc(C2C(C(=O)c3cccs3)=C(O)C(=O)N2c2nncs2)cc1 (stereo not drawn)
    -6	-0.6	0.2	8
CN1CCN(c2ccc(-c3cc(NCCOc4ccccc4)nc(N)n3)cc2)CC1
    23	-0.8	-0.1	-6
CC1(C)C(c2cccs2)=[N+]([O-])C2(CCCCC/C2=N\NC(N)=S)N1O (stereo not drawn)
    0	1.5	0.0	19
CCCC(=O)c1ccc(N2CCN(C(=O)c3c(F)cccc3F)CC2)c(F)c1
    1	0.9	0.0	1
COc1ccc(CC(=O)N2CCCC(c3nc(-c4cccnc4)n[nH]3)C2)cc1 (stereo not drawn)
    0	-0.5	-0.1	-5
COC(=O)c1ccc(N=Nc2c(C)c(C#N)c(O)n(C)c2=O)cc1
    0	0.0	0.0	-15
C=C(C)C1CC=C(C)/C(=N\NC(=O)Nc2ccccc2)C1 (stereo not drawn)
    2	1.4	0.0	6
COc1ccc(CCN2C(=O)C3C(C(=O)Nc4ccc(C)c(C)c4)C4C=CC3(O4)C2C(=O)NC2CCCC(C)C2C)cc1OC (stereo not drawn)
    -3	-0.3	0.2	12
COCCOC(=O)C1=C(C)N(C)C(=O)NC1c1cccc([N+](=O)[O-])c1 (stereo not drawn)
    12	-1.5	0.0	22
CCOC(=O)C1=C(C)N=c2s/c(=C\c3ccc(OC)c(OC)c3)c(=O)n2C1c1ccc(N(C)C)cc1 (stereo not drawn)
    2	0.1	0.6	17
CC(=O)Nc1ccc(OCC(=O)Nc2cc(C)on2)cc1
    3	-1.1	0.1	12
CCCOC(=O)c1ccc(NC(=O)c2n[nH]c(=O)c3ccccc23)cc1
    2	-3.0	0.1	11
CC(=O)c1ccc(NC(=O)c2cc(NC(=O)C(C)(C)C)cc(NC(=O)C(C)(C)C)c2)cc1
    10	-0.1	0.2	6
Cc1cc(NC2CC2)nc(NCCCN2CCCC2=O)n1
    0	1.3	-0.2	1
CCc1ccc([N+]([O-])=Nc2ccc(OC)cc2)cc1
    -66	-0.5	0.4	3
CN(Cc1cscn1)C(=O)C1CC12CCN(Cc1ccnc3ccccc13)CC2 (stereo not drawn)
    4	0.6	0.0	-3
CCN1CCN(S(=O)(=O)c2ccc(SC)cc2)CC1
    -5	0.3	0.0	-3
COc1ccc(-c2nnc(SCC(=O)c3[nH]c(C)c(C(C)=O)c3C)o2)cc1OC
    -1	-1.4	0.0	9
CCOc1ccc(/C=N/NC(=O)C(=O)NCc2cccnc2)cc1
    -1	0.2	0.2	6
CCc1ccc(C(=O)On2c(-c3ccccc3F)nc3ccccc3c2=O)cc1
    -15	1.6	-0.2	4
Cn1c(N=Nc2c(O)[nH]c(=O)[nH]c2=O)nc2c1c(=O)n(Cc1ccccc1)c(=O)n2C
    7	-1.1	-0.1	20
CC1=C(C(=O)Nc2cccc(C)c2C)C(c2ccc(Br)cc2)NC(=O)N1 (stereo not drawn)
    11	-0.9	0.4	18
CC(=O)Nc1cc(C(=O)NCCC2=CCCCC2)ccc1Nc1ccc(OCc2ccccc2)cc1
    -1	-1.6	0.1	10
CCCCn1c(=O)oc2cc(Br)ccc21
    6	0.8	-0.1	-1
Cc1ccc(NCc2nnc(SCC(N)=O)n2Cc2ccccc2)cc1
    -4	-1.4	0.4	4
CSc1nsc(SC)c1NC(=O)OCc1ccccc1
    -5	0.2	0.8	11
C=CCn1c(NC(=O)c2ccc(C)cc2)c(C#N)sc1=N
    -1	0.6	0.1	2
COc1ccc(CCCC(=O)Nc2cccc3ccccc23)cc1C
    5	0.1	0.1	1
Cc1cc(C)n2cc(CSc3ccccc3)nc2n1
    -9	0.2	0.2	3
CCC(CC)=NNC(=O)C(=O)NC(C)c1ccccc1 (stereo not drawn)
    -16	1.0	0.0	-3
Cc1nc(NS(=O)(=O)c2ccccc2)sc1NC(=O)OCCNC(=O)COc1ccc(Cl)cc1Cl
    -2	0.6	-0.1	-2
c1ccc2c(-c3c[nH]c4ccccc34)nccc2c1
    -17	0.3	-0.1	-4
COC(=O)NCc1ccc(Cl)c(Cl)c1
    -1	-0.9	0.1	11
O=C(Nc1nnc(C(F)(F)F)s1)c1ccc(F)cc1
    -27	-4.6	-0.1	3
COc1c(Cl)cc(C(=O)N2CCN(c3ccc([N+](=O)[O-])c(NC4CC4)c3)CC2)cc1Cl
    4	4.1	-0.1	-5
OCCC1CN(Cc2cnn(-c3ccccc3)c2)CCN1Cc1ccccc1 (stereo not drawn)
    1	-0.1	-0.1	-11
C=C(C)CN(CC)C1CC(=O)N(c2ccccc2)C1=O (stereo not drawn)
    5	0.0	-0.1	-9
O=C(CBr)N/N=C/c1c(O)ccc2ccccc12
    -1	0.5	0.1	-3
CC(=O)C1CCCN(C(=O)c2cc(Cc3ccccc3)no2)C1 (stereo not drawn)
    -21	-1.4	0.2	-7
CCOc1ccc(NC(=O)c2cc(S(=O)(=O)NCc3ccco3)ccc2F)cc1
    11	0.3	0.0	14
CC1(C)CC(C(=O)N2CCOc3c(O)cc(-c4cccc(Cl)c4)cc3C2)CCO1 (stereo not drawn)
    -4	-0.2	0.0	15
Oc1ccc(Nc2nc3nonc3nc2Nc2ccccc2I)cc1
    15	0.7	0.1	10
CS(=O)(=O)N(CC(=O)O)c1ccc(F)c(Cl)c1
    2	0.8	-0.1	-5
CCC(C)Nc1nc2c(c(=O)[nH]c(=O)n2C)n1CC(O)COC(C)C (stereo not drawn)
    0	5.9*	0.1	16
CCCNC(=O)Cn1nc(-c2nccc3ccccc23)oc1=O
    0	3.0	-0.5	11
N#C/C(=C\c1ccc(-c2ccccc2C(=O)O)o1)C(=O)Nc1ccccc1
    -29	8.2*	-0.2	-3

(further entries)
Value order – TEAD-YAP inh	GPR151 activ	FBW7 act	MITF primary
Cc1ccc(O)c(NC(=O)c2nn3c(c2Br)NC(c2ccco2)CC3C(F)(F)F)c1 (stereo not drawn)
    -5	-0.1	0.1	-3
CCCN1C(=O)c2[nH]nc(-c3ccccc3O)c2C1c1cccc(OC)c1 (stereo not drawn)
    11	-0.3	0.7	10
COc1ccc(CC(=O)NNS(=O)(=O)c2ccc([N+](=O)[O-])cc2)cc1
    4	0.2	0.0	9
CCOc1ccc(NC(=O)CN(Cc2ccccc2)S(=O)(=O)c2ccccc2)cc1
    0	-0.6	0.2	12
O=c1c2ccccc2nc(SCc2ccccc2F)n1CCC1=CCCCC1
    -15	-0.6	0.0	-1
Cc1nn(-c2ccccn2)c2c1-c1nc(N)ncc1CC2
    -41	0.5	-0.1	7
